Kir21 block = Kir2.1 (mouse) channel inhibition; AID 1672; HEK293-Kir2.1, FluxOR thallium flux fluorescence; active compounds read low; B-score at 10 µM; actives 0.85% (n = 310,000);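 active means fluorescence ratio B-score at or below minus 3 SD of library scores, with starting-brightness B-score within 2 SD, cut at about -4.2 in these data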;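 further: channel flux triggered by added potassium and thallium sulfate stimulus; B-score of peak minus minimum fluorescence over baseline after thallium stimulus; more negative B-score means stronger Kir2.1 block with less thallium influx; some compounds called inactive have numbers as strong as hits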
STK33 kinase inh = blocks human STK33 kinase activity. AID 2661. inhibition, % at 10 µM. actives 0.073% (n = 320,000). purified STK33, MBP phosphorylation, ADP-Glo luminescence. Q9BYT3;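 active means inhibition at or above 25%, using the most active replicate where run in duplicate; inactive means inhibition below 25%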
KCNQ2 block = KCNQ2 channel blockers in CHO-K1 cells – cell-based, FluxOR thallium flux, B-score, primary screen (AID 2156); 20 min; active compounds read low; B-score at 10 µM; actives 1.1% (n = 310,000);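 active means fluorescence ratio B-score at most minus 3 library SDs, with starting brightness B-score within 2 library SDs, cut at about -5.5 in these data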
Target sequence (O88943 whole entry, looked up): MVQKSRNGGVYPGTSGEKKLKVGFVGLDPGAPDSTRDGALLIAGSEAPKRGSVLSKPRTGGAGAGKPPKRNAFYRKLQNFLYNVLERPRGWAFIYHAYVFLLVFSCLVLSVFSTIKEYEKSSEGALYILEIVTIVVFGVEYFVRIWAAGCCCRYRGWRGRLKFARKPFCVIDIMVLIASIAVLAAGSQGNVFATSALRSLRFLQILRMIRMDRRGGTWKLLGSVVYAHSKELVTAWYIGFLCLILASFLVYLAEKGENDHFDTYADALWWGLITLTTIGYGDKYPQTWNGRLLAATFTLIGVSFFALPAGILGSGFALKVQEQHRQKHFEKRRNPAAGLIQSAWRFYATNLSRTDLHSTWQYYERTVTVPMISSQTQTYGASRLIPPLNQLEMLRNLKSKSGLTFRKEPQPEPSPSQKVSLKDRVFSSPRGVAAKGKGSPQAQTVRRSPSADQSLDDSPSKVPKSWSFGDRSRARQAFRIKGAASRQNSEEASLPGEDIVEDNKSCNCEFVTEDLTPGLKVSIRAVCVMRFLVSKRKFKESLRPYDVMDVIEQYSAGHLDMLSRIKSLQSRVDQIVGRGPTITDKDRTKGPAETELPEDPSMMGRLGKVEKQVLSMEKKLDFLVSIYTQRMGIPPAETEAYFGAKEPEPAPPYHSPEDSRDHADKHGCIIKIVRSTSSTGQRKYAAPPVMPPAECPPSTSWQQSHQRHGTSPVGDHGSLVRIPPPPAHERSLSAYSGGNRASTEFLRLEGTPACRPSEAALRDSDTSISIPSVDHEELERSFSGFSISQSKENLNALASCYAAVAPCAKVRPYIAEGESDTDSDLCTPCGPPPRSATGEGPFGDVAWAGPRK
Numbers without * were called inactive; i = inactive; · = no result given.

Kir21 block	STK33 kinase inh	KCNQ2 block	canonical_smiles
-0.39	·	i	Cc1cccc2c3nc4ccccc4nc3n(CCCN3C(=O)c4ccccc4C3=O)c12
1.9	-2.8	i	CC(C)C(NS(=O)(=O)c1ccc2c(c1)OCCO2)C(=O)NCCc1ccccn1 (stereo not given)
-0.35	-0.6	i	O=C(CC1Sc2ncnn2C1=O)Nc1ccc(Cl)cc1 (stereo not given)
0.46	-0.3	i	O=C(CN1CCN(c2ccccc2)CC1)Nc1ccccc1Cl
-0.33	-0.5	i	COC(=O)c1ccc2c(=O)n(CCCCCC(=O)O)c(=O)[nH]c2c1
-1.4	-1.5	i	O=C(COC(=O)c1cc(=O)c2ccccc2o1)Nc1ccc2ccccc2c1
0.04	-0.4	i	CC1(C)C(=O)Nc2ccccc2N1C(=O)COC(=O)c1cc(S(=O)(=O)N2CCOCC2)ccc1F
0.7	-0.5	i	O=C(NCCc1ccccc1)c1cccc2c1C(=O)N(C1CCCCC1)C2
0.41	-0.7	i	Cn1nnc2cc(NC(=O)NCc3ccc4c(c3)OCO4)ccc21
1.4	-1.4	i	O=S(=O)(NN1CCOCC1)c1ccc(Br)cc1
-0.04	-1.3	i	O=C(CCN1C(=O)c2cccnc2C1=O)NC1CCCCCC1
0.43	-2.0	i	O=C(Nc1ccccc1N1CCCC1)c1ccc([N+](=O)[O-])cc1Cl
-0.19	-0.4	i	COC(=O)C1(c2ccccc2)NC(c2ccc(O)cc2)C2C(=O)N(c3ccc4c(c3)OCO4)C(=O)C21 (stereo not given)
1.1	-0.8	i	CCOc1cc(/C=N/N=C/c2ccc(O)c(OCC)c2)ccc1O
1.7	-0.7	i	O=C(NCCN1Cc2ccccc2C1=O)c1cccs1
-1.1	-0.2	i	COc1ccc(-n2nnnc2SCC(=O)Nc2ccccc2N2CCOCC2)cc1OC
-0.67	-2.1	i	Cc1cc(C)c[n+](CC(=O)c2c(C)cc(C)c([N+](=O)[O-])c2C)c1
0.47	0.0	i	O=C(CSc1nc(-c2ccccc2)nc2ccc(F)cc12)Nc1cccc(C(=O)O)c1
-1.6	-0.6	i	CCC(=O)Nc1ccc(C(=O)N/N=C/c2cccnc2)cc1
-0.93	0.4	i	Cc1ccc(Sc2c([N+](=O)[O-])c(C)nn2C)cc1
0.17	-2.2	i	Cc1ccccc1NS(=O)(=O)c1ccc(C)c(NS(C)(=O)=O)c1C
0.05	-0.4	i	CCOC(=O)C1=C(Cc2ccc(Cl)cc2)C(=O)c2ccccc2C1=O
0.88	0.0	i	O=C(Cc1c[nH]c2ccccc12)NCc1cccs1
0.57	-0.1	i	O=C(c1ccco1)N1CCN(S(=O)(=O)c2ccc3c(c2)OCCO3)CC1

Ordered by value in STK33 kinase inh (smallest number first): 5 from the list above
Kir21 block	STK33 kinase inh	KCNQ2 block	canonical_smiles
1.9	-2.8	i	CC(C)C(NS(=O)(=O)c1ccc2c(c1)OCCO2)C(=O)NCCc1ccccn1 (stereo not given)
1.7	-0.7	i	O=C(NCCN1Cc2ccccc2C1=O)c1cccs1
-0.35	-0.6	i	O=C(CC1Sc2ncnn2C1=O)Nc1ccc(Cl)cc1 (stereo not given)
-0.33	-0.5	i	COC(=O)c1ccc2c(=O)n(CCCCCC(=O)O)c(=O)[nH]c2c1
0.04	-0.4	i	CC1(C)C(=O)Nc2ccccc2N1C(=O)COC(=O)c1cc(S(=O)(=O)N2CCOCC2)ccc1F

The listing continues.
Kir21 block	STK33 kinase inh	KCNQ2 block	canonical_smiles
0.42	-3.1	i	C=CCSC1=C(C#N)C(c2cc(Br)c(O)c(OC)c2)CC(=O)N1 (stereo not given)
-3.7	-0.5	i	Cc1ccc(C2Nc3ccccc3C(=O)N2Cc2ccco2)cc1 (stereo not given)
0.11	1.0	i	O=[N+]([O-])c1cc(S(=O)(=O)NC2=NCCCCC2)ccc1Cl
-0.63	-0.8	i	C=CCc1cccc2cc(C(=O)N(C)C)c(=O)oc12
-2.3	1.0	i	COc1ccc(CCNC(=O)c2c(C)nn(-c3ccccc3)c2Cl)cc1OC
0.48	-1.3	i	Cc1cc(C(=O)N/N=C2\CC(=O)CC(C)(C)C2)c(C)n1-c1ccccc1
1	-0.5	i	Cc1cc(C)cc(N2CCCn3c2nc2c3c(=O)n(CC(=O)OCc3ccccc3)c(=O)n2C)c1
2.1	-3.6	i	CCOc1cc(C(=O)O/N=C(\N)c2ccc([N+](=O)[O-])cc2)cc(OCC)c1OCC
0.14	-1.8	i	O=C(O)c1c(-n2cccc2)sc2c1CCCC2
1.5	-0.4	i	CSc1ccccc1NC(=O)Cn1ccsc1=N
1.1	-3.2	i	Cc1c(Cl)cccc1NC(=O)C1COc2ccccc2O1 (stereo not given)
-0.3	-2.0	i	Cc1ccc(OCCSCc2nc3ccccc3[nH]2)cc1
0.05	-0.5	i	COCc1ccc(CN2CCCCC2C(=O)Nc2ccc(Oc3ccccc3)nc2)o1 (stereo not given)
-1.7	-1.0	i	CCN1CCN(C(c2ccccc2)c2nnnn2Cc2ccc3c(c2)OCO3)CC1 (stereo not given)
-1	1.8	i	CN(C)c1ccc(O)c2c1CC1CC3[C@@H](N(C)C)C(=O)C(C(N)=O)=C(O)[C@]3(O)C(=O)C1=C2O (stereo not given in full)
0.1	-0.2	i	COc1ccc(/C=C/C(=O)NC(=S)N2CCN(c3ccccn3)CC2)cc1
0.48	-0.9	i	Cc1nnc(SCCn2c(N(C)Cc3ccccc3)nc3c2c(=O)[nH]c(=O)n3C)s1
-1.6	-0.8	i	Cc1cc(NC(=O)CCc2ccc(C)o2)no1
1.9	-0.6	i	O=C(NCc1ccccc1F)C1CCCN(C(=O)NC2CCCCC2)C1 (stereo not given)
-0.41	-0.6	i	COc1ccc2ccc(Oc3ncccn3)cc2c1
-0.16	-0.3	i	CC1CCCCN1S(=O)(=O)c1cccc2cccnc12 (stereo not given)
-0.95	0.8	i	O=C(NCc1ccc(F)cc1)c1c(O)c2cccc3c2n(c1=O)CCC3
-0.79	-1.2	i	Cc1ccc2c(c1)cc(CN(Cc1cccnc1)C(=O)c1ccccc1)c1nnnn12
0.58	-2.1	i	CCC(CC)C(=O)Nc1ccc(C(=O)Nc2cc(C)on2)cc1
0.06	-1.1	i	OC(CNCc1ccncc1)c1ccccc1 (stereo not given)
0.48	-2.4	i	O=C(/C=C/c1ccccc1)NC1CCSC1=O (stereo not given)
1.8	-1.9	i	CS(=O)(=O)Nn1cnc2ccccc2c1=O
-0.61	-2.9	i	COc1ccc2nc(C)cc(N3CCOCC3)c2c1
-2.7	1.0	i	Fc1ccc(Oc2nnnn2-c2ccccc2)cc1
1.5	-1.1	i	Clc1ccc(COn2c(-c3ccc(Cl)cc3)nc3ccccc32)cc1
1.1	-2.3	i	O=C(c1ccco1)N1CCN(C(=S)NCc2ccc(F)cc2)CC1
1.1	0.1	i	CCOC(=O)c1sc(NC(=O)CCN2CCOCC2)c(C(=O)OCC)c1C
-0.12	0.2	i	O=C(c1ccccc1)c1cccc(NC(=O)c2ccco2)c1
-0.8	-2.1	i	COc1ccccc1Nc1nc(N)nc(CSc2nncn2C)n1
0.08	0.3	i	COCCN(C(=S)Nc1cccc(C)c1C)C(C)c1ccco1 (stereo not given)
0.34	-0.8	i	CC(C)[C@H](NC(=O)c1ccccc1)C(=O)OCc1nc2scc(-c3ccccc3)c2c(=O)[nH]1
-0.08	-0.8	i	CCCC(=O)C1=C(O)C(C(=O)OC)C(C)(C)CC1=Nc1ccc(N)cc1 (stereo not given)
1.3	-0.3	i	Cc1ccc(NC(=O)CS(=O)CC(=O)N2CCN(C3CCCC3)CC2)cc1 (stereo not given)
-0.24	-0.3	i	CCCc1ccc(Oc2cc(NN3CCCCC3)c([N+](=O)[O-])cc2[N+](=O)[O-])cc1
0.9	-2.4	i	CC(C)(C)C(=O)Cn1c(=O)n(-c2ccc(F)cc2F)c(=O)c2sccc21

Just Kir21 block and KCNQ2 block (three entries from above):
structure	Kir21 block	KCNQ2 block
O=C(c1ccccc1)c1cccc(NC(=O)c2ccco2)c1	-0.12	i
COc1ccccc1Nc1nc(N)nc(CSc2nncn2C)n1	-0.8	i
COCCN(C(=S)Nc1cccc(C)c1C)C(C)c1ccco1 (stereo not given)	0.08	i

Later entries:
Kir21 block	STK33 kinase inh	KCNQ2 block	canonical_smiles
0.79	-2.5	i	Nc1ccccc1Nc1cc(-c2ccccc2)nn1-c1cccc(Cl)c1
-0.82	-10	i	COc1ccc(S(=O)(=O)N2CCN(C)CC2)cc1
-0.11	-0.7	i	CN(C(=O)c1nc(-c2ccccc2)n(-c2ccccc2)n1)C1CCS(=O)(=O)C1 (stereo not given)
0.31	-0.5	i	Cc1ccc(C2=NN(C(=O)COc3ncnc4ccccc34)C(c3ccco3)C2)cc1 (stereo not given)
-0.07	0.2	i	COc1ccc2[nH]c(=O)c(CN(C(=O)c3ccncc3)C(C)(C)C)cc2c1
-1.1	-1.7	i	Cc1ccc(NC(=O)CN(C)C(=O)COC(=O)CCS(=O)(=O)c2ccc(C)cc2)cc1
-1.1	-1.4	i	O=C(CC1CS(=O)(=O)CC1CC(=O)Nc1ccc2c(c1)OCCO2)Nc1ccc2c(c1)OCCO2 (stereo not given)
1.3	-0.5	i	Cc1cc(C)n2nc(-c3sccc3-n3c(C)ccc3C)cc2n1
0.44	-1.1	i	Cc1ccnn1CC(=O)N/N=C/c1cn[nH]c1-c1ccc(F)cc1
-0.47	-0.7	i	COc1ccc2nc(NC3=NC(c4ccccc4)CC(=O)N3)nc(C)c2c1 (stereo not given)
-0.78	-1.7	i	CCOC(=O)c1c(NC(=O)c2nn(CC)cc2Br)c(C#N)cn1-c1ccccc1
0.67	-0.6	i	CN(NS(C)(=O)=O)c1ncc(C(F)(F)F)cc1Cl
0.39	-1.4	i	Cc1ccc(C(=O)CSc2nnc(-c3ccco3)n2C)cc1
-0.27	-1.0	i	COC(=O)c1ccc(CNC(=O)c2cc(COc3cncc(Cl)c3)on2)cc1
1.7	2.5	i	O=C(NNC(=O)C1C2CCC(C2)C1C(=O)O)c1ccc(Br)o1 (stereo not given)
0.53	0.5	i	CCOC(=O)c1sc2nc(CC(=O)OC)nc(N3CCN(c4ccccn4)CC3)c2c1C
-2.4	4.5	i	CCC(=O)Nc1cccc(C(=O)/C=C/c2ccc(F)cc2)c1
-1.6	0.4	i	COc1ccc(CCNC(=O)CSc2nc(N)c3c(C)c(C)oc3n2)cc1OC
-0.07	-0.3	i	Cc1nc(NC(=O)Nc2ccc(Cl)cc2)sc1C
1	-0.1	i	O=C(c1ccccc1)c1nnc(-c2ccncc2)o1
0.04	0.2	i	CC1CCCC(C)N1CCCNC(=O)Cn1ncc2c([nH]c3ccccc32)c1=O (stereo not given)
-0.84	0.7	i	COc1ccc(/C=C/C2=NC(=C\N(C)C)/C(=O)O2)cc1
0.06	-0.5	i	O=C(NC1CCCCC1)C1CCN(c2nccs2)CC1
-0.23	-0.6	i	CCOc1ccc(S(=O)(=O)N2CCCC(C(=O)NCc3cccnc3)C2)cc1 (stereo not given)
0.01	-0.1	i	CN(Cc1cccs1)C(=O)COc1cccc(-n2cnnn2)c1
1.2	0.6	i	Cc1cc(C(=O)N/N=C/C=C/c2ccccc2[N+](=O)[O-])c(C)o1
-0.73	-1.7	i	CCOc1ccc(NC(=O)NNC(=O)C(C)Oc2ccccc2OC)cc1 (stereo not given)
-1.3	0.2	i	C/C(=N\NC(=O)c1csc(C)c1C)c1ccc(C)s1
-1.8	-2.7	i	COC(=O)c1cccc(NC(=O)CSc2nnnn2C)c1
-0.82	-0.1	i	O=C(CCl)Nc1ccc(Oc2cnc3ccccc3n2)cc1
0.81	-0.5	i	Cc1ccc(NCC(=O)Nc2cccc(S(=O)(=O)N(C)C)c2)c(Cl)c1
-0.89	0.9	i	O=c1ccc(S(=O)(=O)N2CCC(Cc3ccccc3)CC2)c[nH]1
0.03	0.1	i	CCN=C1SC(CC(=O)NC(C)C)C(=O)N1CC (stereo not given)
-0.54	-3.7	i	O=C(Nc1ccccc1Cl)c1cccc(COc2cc(Cl)ccc2Cl)c1
-2.1	1.5	i	CC1(C)C2CCC1(C)C(OC(=O)C[n+]1ccccc1)C2 (stereo not given)
0.72	-0.4	i	O=C(c1cc2ccccc2oc1=O)N1CCCCCCC1
-0.82	0.6	i	CC1(C)OC(=O)C(=NNc2ccc(C(=O)O)cc2)C(=O)O1
-2.4	1.3	i	CC(C)OCCCNC(=O)COc1ccc2oc3c(c2c1)CCCC3
-2	0.7	i	O=C(CSCc1nc2ccccc2[nH]1)Nc1ccc2ccccc2c1
0.56	-0.9	i	O=C(Nc1ncn[nH]1)c1ccc(Cl)cc1Cl
0.97	-0.4	i	N#CCSc1nc2[nH]ncc2c(=O)n1-c1ccccc1Br
-1.9	3.3	-6.1*	CC(C)(C)c1ccc(S(=O)(=O)/N=C2\C=C(NS(=O)(=O)c3ccccc3)C(=O)c3ccccc32)cc1
-0.92	2.6	i	O=C(/C=C/c1ccccc1Cl)c1ccc[nH]1
0.23	0.4	i	O=C(OCC(=O)N1CCN(C(=O)c2ccco2)CC1)c1cn(-c2ccccc2)nc1-c1ccccc1

Reformatted: results already given
| structure | Kir21 block | STK33 kinase inh | KCNQ2 block |
| --- | --- | --- | --- |
| N#CCSc1nc2[nH]ncc2c(=O)n1-c1ccccc1Br | 0.97 | -0.4 | i |
| CC(C)(C)c1ccc(S(=O)(=O)/N=C2\C=C(NS(=O)(=O)c3ccccc3)C(=O)c3ccccc32)cc1 | -1.9 | 3.3 | -6.1* |
| O=C(/C=C/c1ccccc1Cl)c1ccc[nH]1 | -0.92 | 2.6 | i |
| O=C(OCC(=O)N1CCN(C(=O)c2ccco2)CC1)c1cn(-c2ccccc2)nc1-c1ccccc1 | 0.23 | 0.4 | i |
